Assay outcomes (PubChem)
Avidin fluor = avidin bead compound fluorescence profile; Avidin beads, compound fluorescence 488/530 nm, flow cytometry; active compounds read high; fluorescence (KMESF) at 10 µM; hit rate 0.38% among 220,000; AID 1775; in the data active means fluorescence above about 47; further: inactives centre near 10
Rab2A wt mod = changes GTP binding to wildtype dog Rab2A, up or down; P61105; GST-Rab2 wt beads, Bodipy-GTP binding, flow cytometry; GTP binding activity, % at 10 µM; hit rate 0.19% among 190,000;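 active means GTP binding activity at least 20 points away from 100%, either lowered or raised; inconclusive means signal likely due to the compound's own green fluorescence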;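 further: 0% = beads with excess unlabeled GTP and 100% = no-compound control corrected for plate trend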
GSH fluor = compound fluoresces at 488/530 nm on GSH beads. hit rate 0.25% among 190,000. AID 1776. fluorescence (KMESF) at 10 µM. GSH beads flow cytometry, compound fluorescence 488/530 nm; active compounds read high; in the data active means fluorescence above about 89;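 further: glutathione beads carrying GST-tagged Bcl family fusion proteins plus one bare bead set; values are compound well signal with DMSO vehicle wells as background; inactives centre near 16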
ABCB1 inh = human ABCB1 inhibition, ABCG2 as counter-screen | P08183 | CCRF-Adr cells, JC-1 efflux, flow cytometry | inhibition, % at 6.6 µM | hit rate 0.067% among 190,000 | AID 1326; in the data active means inhibition above about 40%;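 further: 0% = vehicle and 100% = reference inhibitor; higher value means more JC-1 retained so stronger ABCB1 efflux block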
ABCG2 block = blocks JC-1 efflux by human ABCG2 transporter; Q9UNQ0; IgMXP3 cells, flow cytometry; inhibition, % at 6.6 µM; hit rate 0.1% among 190,000; AID 1325;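 active means inhibition above 80%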;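 further: 0% = DMSO and 100% = nicardipine control wells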
Target sequence (Q9UNQ0 whole entry, looked up): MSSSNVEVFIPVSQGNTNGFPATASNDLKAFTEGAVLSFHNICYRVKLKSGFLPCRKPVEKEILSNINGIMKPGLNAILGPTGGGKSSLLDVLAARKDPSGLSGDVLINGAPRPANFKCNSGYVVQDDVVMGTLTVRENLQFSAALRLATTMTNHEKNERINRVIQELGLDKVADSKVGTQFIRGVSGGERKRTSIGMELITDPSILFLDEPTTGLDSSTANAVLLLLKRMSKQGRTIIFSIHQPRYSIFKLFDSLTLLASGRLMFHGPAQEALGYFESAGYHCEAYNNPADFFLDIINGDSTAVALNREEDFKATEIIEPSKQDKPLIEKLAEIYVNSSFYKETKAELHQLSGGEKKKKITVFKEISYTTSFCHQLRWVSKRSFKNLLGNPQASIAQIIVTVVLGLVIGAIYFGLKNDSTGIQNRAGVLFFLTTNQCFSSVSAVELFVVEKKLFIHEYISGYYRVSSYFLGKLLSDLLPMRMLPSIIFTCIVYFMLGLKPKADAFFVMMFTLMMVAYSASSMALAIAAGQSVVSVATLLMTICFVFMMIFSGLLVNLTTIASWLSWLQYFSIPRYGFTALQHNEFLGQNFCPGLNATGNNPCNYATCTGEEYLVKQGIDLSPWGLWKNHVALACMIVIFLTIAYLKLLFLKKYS
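Measure – % inhibition of efflux relative to nicardipine and DMSO · Test system – ABCG2 IgMXP3 and barcoded ABCB1 CCRF-Adr cell mix · Control set – nicardipine as high control, DMSO as low control · Compound – one concentration, 6.6 µM final · Signal – flow cytometry of retained JC-1 fluorescence · Timing – 10 min exposure at 25 °C with rotation, no wash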
Cdc42 wt = modulators (inhibitors or activators) of GTP binding to human Cdc42 wildtype. hit rate 0.2% among 190,000. P60953. percent activity (GTP binding), % at 10 µM. GST-Cdc42 beads, Bodipy-GTP binding, flow cytometry; actives lie on both sides;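 active means percent activity GTP binding at least 20 points away from the 100% baseline, either down as inhibitor or up as activator; inconclusive means compound flagged as likely green fluorescent from well-wide comparison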;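 further: median bead fluorescence of bound Bodipy-FL-GTP at 100 nM; 0% = excess unlabeled GTP control and 100% = no compound control; below 100% means less GTP binding so inhibitor and above means activator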
Target sequence (P60953 whole entry, looked up): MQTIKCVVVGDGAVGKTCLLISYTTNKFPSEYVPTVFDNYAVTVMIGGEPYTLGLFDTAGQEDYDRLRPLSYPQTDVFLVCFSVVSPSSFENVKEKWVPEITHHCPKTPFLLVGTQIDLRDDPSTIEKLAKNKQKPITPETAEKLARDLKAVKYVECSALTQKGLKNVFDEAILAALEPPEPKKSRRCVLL
Pf gamet viab = P. falciparum stage V gametocyte viability inhibition; P. falciparum stage V gametocytes, ATP luminescence, 24 h; inhibition, % at 10.9 µM; hit rate 0.065% among 150,000; AID 743093;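 active means inhibition above the mean plus 3 SD of compounds within the control limits, set per campaign, cut at about 38% in these data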;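 further: 0% = DMSO wells and 100% = medium only without gametocytes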
HRas wt GTP bind = modulators of GTP binding to human HRas wildtype. GST-Ras wt beads, Bodipy-FL-GTP binding, flow cytometry; actives lie on both sides. GTP binding activity, % at 10 µM. hit rate 0.14% among 190,000. AID 759;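 active means GTP binding activity at least 20% away from the 100% baseline, either lowered as inhibitor or raised as activator; inconclusive means flagged as likely green fluorescent, judged across all proteins in the well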;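 further: 0% = unlabeled GTP competition control and 100% = no-compound control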
Target sequence (P01112 whole entry, looked up): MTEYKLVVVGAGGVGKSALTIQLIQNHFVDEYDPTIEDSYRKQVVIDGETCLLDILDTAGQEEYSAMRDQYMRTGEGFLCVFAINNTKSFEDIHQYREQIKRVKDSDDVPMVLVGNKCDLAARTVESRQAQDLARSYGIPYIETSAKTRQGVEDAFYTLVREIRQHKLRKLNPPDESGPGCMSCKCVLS
Rac1 act GTP bind = alters GTP binding to activated mutant human Rac1; percent activity (GTP binding), % at 10 µM; GST-Rac1 activated beads, fluorescent GTP binding, flow cytometry; actives lie on both sides; 100% means binding = to untreated wells; hit rate 0.11% among 190,000; AID 764; P63000;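 active means GTP binding at least 20 percentage points away from the 100% baseline, in either direction, so actives lie on both sides; inconclusive means Compound likely fluorescent itself, or too few beads counted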
Rac1 wt GTP bind = human Rac1 wildtype GTP binding, inhibitors and activators | P63000 | GST-Rac1 beads, fluorescent GTP binding, flow cytometry; actives lie on both sides; 0 = cold GTP competed, 100 = untreated | GTP binding activity (% of control), % at 10 µM | hit rate 0.27% among 190,000 | AID 757;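 active means GTP binding activity at least 20 points away from the 100% control level, either lower or higher; inconclusive means compound flagged as likely green fluorescent, judged across all proteins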
Rab7 wt modul = dog Rab7 wildtype GTP binding, inhibitors and activators. GST-Rab7 beads, fluorescent GTP binding, flow cytometry; actives lie on both sides; untreated = 100%, excess cold GTP = 0%. GTP binding activity (percent of control), % at 10 µM. hit rate 0.055% among 190,000. AID 758;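 active means fluorescent GTP binding to Rab7 beads changed by at least 20 points from the 100% baseline, either direction, mostly lower; inconclusive means compound itself probably fluorescent, or too few beads counted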;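 further: median green fluorescence of bound Bodipy-FL-GTP per Rab7 bead population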
* hit, by the source's call; ? = inconclusive; . = no result given. A portion of the library. The share of hits here may be higher or lower than overall.

SMILES	Avidin fluor	Rab2A wt mod	GSH fluor	ABCB1 inh	ABCG2 block	Cdc42 wt	Pf gamet viab	HRas wt GTP bind	Rac1 act GTP bind	Rac1 wt GTP bind	Rab7 wt modul
Cc1ccsc1C(=O)C1CCCN(Cc2c(C)nn(C(C)C)c2C)C1 (stereo unspecified)	6	100	16	0.5	0	96	.	97	96	98	99
CCOC(=O)C1=C(N)Oc2cc(C)oc(=O)c2C12C(=O)N1c3c(cc(OC)cc32)C(C)=CC1(C)C (stereo unspecified)	10	95	27	1.5	4	98	-4	96	95	94	92
c1ccc2c(N3CCNCC3)nsc2c1	11	98	24	0.2	2	101	-9	98	96	101	102
O=c1[nH]c(=S)[nH]c(O)c1CN1CCCCC1	5	97	8	0.3	4	99	.	101	99	103	105
O=C(COc1ccc(Cl)cc1Cl)N1CCN(C/C=C/c2ccccc2)CC1	15	91	13	0.4	1	92	.	93	92	91	92
Cc1ccc(C(C)C)c(OCC#CCN2CCCC2)c1	11	98	11	0.5	4	98	-4	97	97	99	100
CCCCn1c(O)c(C(C)=NCCCn2ccnc2)c(=O)[nH]c1=O	7	104	16	0.1	0	103	.	104	101	108	102
CC12CN3CC(C)(CN(C1)C3c1cccnc1)C2=O (stereo unspecified)	11	101	16	0.3	0	102	-1	101	101	106	99
O=c1[nH]c(=O)n(Cc2ccc(F)cc2)c(O)c1C=NCCCN1CCOCC1	10	100	42	0.6	3	99	.	101	97	98	102
O=C(Cc1ccccc1)Oc1cccc(N2C(=O)CCC2=O)c1	12	99	29	0.9	5	104	.	100	99	108	102
Cc1cccc(CS(=O)(=O)Cc2ccc(C(=O)N3CCC4(CC3)OCCO4)o2)c1	6	97	30	0.3	0	97	.	97	97	98	99
Cc1cccc(CNCCc2ccccc2)n1	8	99	4	0.2	3	99	-11	99	99	105	100
CN(C(=O)Oc1ccc(C(=O)c2ccc(Cl)cc2)cc1)c1ccccc1	15	94	9	.	4	100	15	98	96	101	97
O=C(c1cc2nc(-c3ccccc3)cc(-c3ccccc3)n2n1)N1CCC2(CC1)OCCO2	34	92	12	3.7	11	95	-22	94	93	93	93
CN1C(=O)NC(=O)C2(Cc3ccccc3N3CCOCC32)C1=O (stereo unspecified)	4	97	50	0.6	4	98	.	98	96	95	96
COC(=O)CSC1=NN1c1cc(C)nc(N)n1	6	100	18	0.7	0	99	.	99	98	100	100
O=c1[nH]c(=S)n(Cc2ccco2)c(O)c1C=NCc1cccs1	.	98	40	1.4	15	101	.	101	97	107	100
CCOCCCN=Cc1c(O)n(Cc2ccccc2)c(=O)[nH]c1=O	8	100	15	0.7	3	106	.	102	98	102	99
O=C1Nc2ccc(Br)cc2C(c2ccccc2Cl)=NC1O (stereo unspecified)	12	96	14	0.0	1	95	.	97	95	98	96
CCN(CC)CCNC(=O)c1c(O)c2ccccc2n(Cc2ccccc2)c1=O	15	100	29	3.7	4	102	.	100	97	102	104
CCC(=NCc1ccco1)c1c(O)n(C2CCCCC2)c(=O)[nH]c1=O	4	100	27	-1.7	0	101	.	102	99	103	98
Cc1ccc(C2C(S(C)(=O)=O)=C(O)C(=O)N2c2ccccc2)cc1 (stereo unspecified) (tested in a mixture with another compound)	13	99	9	0.3	2	98	-36	101	97	98	98
Cc1nc2ccccc2c(=O)n1-c1ccccn1	8	99	17	0.6	6	101	.	101	99	100	103
O=P(OCC(F)(F)C(F)F)(N1CCOCC1)N1CCOCC1	24	100	31	0.5	1	101	8	101	101	101	101
CCOC(=O)c1c(C)[nH]c(C(=O)C(Cc2ccccc2)N(C)C)c1C (stereo unspecified)	11	95	5	0.5	2	98	.	97	98	98	93
CC(=O)c1cc(C#N)c(N2CCN(C)CC2)nc1C	8	96	15	0.5	3	94	19	95	96	96	99
Cn1c(O)c(C=NCc2ccco2)c(=O)n(C)c1=O	6	103	44	0.7	6	103	.	103	101	104	103
C=CCn1c(O)c(C=NCCN(C)C)c(=O)[nH]c1=O	16	101	4	0.3	0	104	.	105	96	101	104
O=C1C2CCCC1C(N1CCCC1)CC2 (stereo unspecified)	3	100	11	1.9	5	101	-2	99	100	99	95
O=C(COC(=O)Cc1ccccc1)Nc1cccnc1Cl	26	98	10	0.3	1	95	13	99	93	97	102
CCc1ccc(N2C(=O)NC(=O)C(Cc3ccc(OC)cc3OC)C2=O)cc1 (stereo unspecified)	15	100	22	-0.3	-1	100	-30	99	98	98	101
CC1=C(C(=O)O)N2C(=O)C(NC(=O)CCCC(=O)O)C2SC1 (stereo unspecified)	12	98	12	0.2	-2	97	.	95	95	98	101
CCC(=NCCCN(C)C)c1c(O)n(-c2ccc(OC)cc2)c(=O)[nH]c1=O	6	99	11	0.3	1	97	-15	100	97	98	101
CN(C(=O)Oc1ccc(C(C)(C)C)cc1)c1ccccc1	9	98	15	1.5	15	97	-13	97	97	96	98
COc1ccc(C2SCC(=O)Nc3c2c(C)nn3C2CCOC(C)(C)C2)cc1 (stereo unspecified)	4	107	19	1.5	12	104	-5	103	101	102	97
COc1ccc(CC2(CCc3ccncc3)C(=O)NC(=O)NC2=O)cc1OC	10	99	9	0.5	2	102	.	101	98	104	97
COc1ccccc1Cn1c(SCC#N)nc2cc(C(=O)N3CCC4(CC3)OCCO4)ccc2c1=O	9	99	19	0.7	4	97	.	98	95	101	106
Nc1nnc(CCN2CCCCC2)s1	6	93	18	0.0	0	97	.	94	91	94	89
CCOC(=O)c1c(/N=C/c2c(O)n(-c3cccc(C)c3)c(=O)[nH]c2=O)sc2c1CCCC2	2	97	8	-1.0	-3	95	9	98	102	101	96
COc1ccc(C(=O)C2CCCN(Cc3ccc(C)s3)C2)c(OC)c1 (stereo unspecified)	11	99	14	0.6	3	96	-17	98	97	100	100

Part of the list above, with two lines to a compound:
Value order: Avidin fluor | Rab2A wt mod | GSH fluor | ABCB1 inh | ABCG2 block | Cdc42 wt | Pf gamet viab | HRas wt GTP bind | Rac1 act GTP bind | Rac1 wt GTP bind | Rab7 wt modul
> CC(=O)c1cc(C#N)c(N2CCN(C)CC2)nc1C
    8 | 96 | 15 | 0.5 | 3 | 94 | 19 | 95 | 96 | 96 | 99
> Cc1cccc(CS(=O)(=O)Cc2ccc(C(=O)N3CCC4(CC3)OCCO4)o2)c1
    6 | 97 | 30 | 0.3 | 0 | 97 | . | 97 | 97 | 98 | 99

Continuation:
SMILES	Avidin fluor	Rab2A wt mod	GSH fluor	ABCB1 inh	ABCG2 block	Cdc42 wt	Pf gamet viab	HRas wt GTP bind	Rac1 act GTP bind	Rac1 wt GTP bind	Rab7 wt modul
O=P(O)(O)COc1ccccc1O	6	99	5	0.1	0	100	9	98	98	99	98
CCc1nnc(NS(=O)(=O)c2ccc(N=Cc3c(O)n(-c4ccc(Cl)cc4)c(=O)[nH]c3=O)cc2)s1	9	92	18	0.1	0	89	.	92	87	89	100
O=C1CC(=O)N(c2ccc3c(c2)OCO3)C(=O)N1	14	100	33	-1.2	-10	100	7	98	98	102	99
Cc1cc(/C=C2\C(=O)NC(=S)N(C)C2=O)c(C)n1C1CCCCC1	23	90	16	0.2	2	97	-6	94	92	96	96
CC1CN=C(NCCc2ccccc2)S1 (stereo unspecified)	10	97	17	-0.8	-1	99	.	99	95	101	96
COc1ccc(CN2CCN(c3ccccc3)CC2)c(C)c1C	7	102	33	-0.1	-1	107	-4	103	101	111	100
Cc1c(C=O)c2ccccc2n1Cc1ccc([N+](=O)[O-])cc1	6	98	10	0.5	2	102	-2	100	102	102	100
O=C(NC(=C(Cl)Cl)P(=O)(c1ccccc1)c1ccccc1)c1ccccc1	14	96	5	1.9	1	94	8	96	95	101	98
O=C(CN1CCCCC1)c1ccccc1Cl	15	105	5	0.3	-7	105	-3	103	104	106	101
Cc1ccc(NP(=O)(Oc2ccccc2F)Oc2ccccc2F)cc1	48*	?	20	0.3	2	?	-20	?	?	?	?
CC(=O)OC1(c2ccccc2)CC(C(C)(C)C)CN(C(C)(C)C)C1 (stereo unspecified)	4	99	7	0.2	1	100	1	103	99	107	103
Clc1cccc(N2CCNCC2)n1	6	97	10	-0.1	0	95	-4	98	95	99	98
O=[N+]([O-])c1cc(F)c(N2CCCCCC2)cc1N1CCNCC1	8	94	15	-0.3	7	95	19	95	96	96	96
Cc1ccc(C2N(c3cc(C)on3)C(=O)C3CCCN32)cc1 (stereo unspecified)	15	99	34	0.1	6	101	24	99	98	106	99
COc1ccc(N2C(=O)/C(=C/c3cc(C)n(-c4ccc(C)cn4)c3C)C(=O)NC2=S)c(OC)c1	5	90	10	-0.4	-2	89	.	89	89	87	88
CCC(=O)OC1(c2ccccc2)CCN(C)CC1C (stereo unspecified)	11	94	10	0.0	0	95	-22	97	97	99	96
CNC(=O)ON(C(=O)NC)C1N(C)C(=S)SC1(C)C (stereo unspecified)	8	104	55	0.3	2	106	-2	104	102	108	104
CCc1ccc(CN2CCN(Cc3cc(Br)ccc3O)CC2)cc1	12	102	15	0.6	0	97	.	100	101	96	104
CC1=CC(=C2C(=O)NC(=S)NC2=O)C=C(C(F)(F)F)N1C	5	95	40	0.2	0	95	.	97	96	98	97
O=C1C2CCN(CC2)C1Cc1ccccc1O (stereo unspecified)	14	100	37	-0.5	-5	99	.	99	99	101	97
CC(C)N1CCN(Cc2cccc3c2OCO3)CC1CCO (stereo unspecified)	7	98	19	2.0	4	99	22	98	96	100	95
O=C1CN=C(c2ccc(F)cc2)c2oc3ccccc3c2N1	8	98	18	0.0	12	93	-24	98	94	96	104
C#CCOc1cc(C2C3=C(COC3=O)Nc3cc4c(cc32)OCO4)ccc1OC (stereo unspecified)	13	94	10	3.5	13	96	-31	96	91	101	105
O=C(Cn1c(=O)c(C(F)(F)F)nc2ccccc21)N1CCC2(CC1)OCCO2	32	100	29	0.3	3	102	.	100	102	105	100
CN1CCc2c(c(N3CCCCC3)nc3n[nH]c(N)c23)C1	19	98	26	0.6	1	97	17	98	96	96	95
O=c1c2ccccc2nc(CNCc2ccco2)n1-c1ccc(F)cc1	4	97	16	1.2	7	97	12	101	99	105	99
N#CC(C#N)=Cc1ccc(-c2ccccc2F)o1	3	101	16	-3.2	-10	96	-2	99	97	102	99
O=[N+]([O-])c1ccc(NCCO)c2ncccc12	13	97	22	4.0	10	99	-6	99	97	98	98
O=[N+]([O-])c1ccc(N2CCNCC2)cc1NC1CC1	22	103	14	-0.2	-1	108	.	104	101	104	103
COc1cc(OC)cc(C(=O)Nc2ccc(Br)cc2C(=O)c2ccccc2)c1	22	?	16	0.1	2	?	.	?	?	?	?
CC(C)Oc1cc(-n2c(=S)[nH]c3ccccc3c2=O)c(Cl)cc1Cl	5	97	61	-0.6	-2	93	-6	98	93	99	91
